M. tuberculosis GlmU: inhibition of mycobacterial GlmU enzyme – biochemical, glucosamine-1-phosphate acetyltransferase (AID 1376); one-dose inhibition, %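 (tested at 30 µM in the primary screen)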; IC50 in µM for titrated hits; actives 0.25% (n = 220,000); M. tuberculosis GlmU acetyltransferase enzyme assay; higher % means a stronger effect; in the data active means inhibition above about 13%;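 further: 0% = complete reaction with vehicle and 100% = reaction without substrate; strong numbers were not always called active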
RmlCD inh 1536: inhibitors of Mycobacterium tuberculosis RmlC and RmlD coupled enzymes; P9WH09+P9WH11; RmlC+RmlD coupled enzyme assay, percent inhibition; primary screen in compound mixtures; inhibition, % at 3.6 µM; actives 0.03% (n = 160,000); in the data active means inhibition mostly above about 34%, no sharp cut-off; further: some results filed as inactive read as strong as hits
Target sequence (P9WH09 whole entry, looked up): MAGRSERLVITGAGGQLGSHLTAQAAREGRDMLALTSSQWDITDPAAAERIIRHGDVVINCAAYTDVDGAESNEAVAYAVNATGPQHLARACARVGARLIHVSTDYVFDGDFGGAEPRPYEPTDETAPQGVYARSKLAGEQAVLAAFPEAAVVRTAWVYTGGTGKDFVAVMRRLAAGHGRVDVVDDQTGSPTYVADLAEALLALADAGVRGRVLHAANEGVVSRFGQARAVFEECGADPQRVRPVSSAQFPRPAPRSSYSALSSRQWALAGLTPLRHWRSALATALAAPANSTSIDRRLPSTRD
Target sequence (P9WH11 whole entry, looked up): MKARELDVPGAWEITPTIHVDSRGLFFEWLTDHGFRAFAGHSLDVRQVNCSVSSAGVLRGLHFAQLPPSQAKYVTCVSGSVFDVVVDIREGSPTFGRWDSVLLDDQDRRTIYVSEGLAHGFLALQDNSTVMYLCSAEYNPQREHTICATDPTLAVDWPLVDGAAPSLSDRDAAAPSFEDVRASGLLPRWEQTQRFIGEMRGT
Active calls of the source: *; nt = not tested or not shown. Only part of the results is shown (hit frequency here may not be typical).

SMILES	M. tuberculosis GlmU	RmlCD inh 1536
O=C(NCCOc1nc(N2CCOCC2)nc(N2CCOCC2)n1)Nc1ccccc1	0.7%	0
O=C1C(=O)N(CCCn2ccnc2)C(c2cccnc2)/C1=C(/O)c1ccc(F)cc1 (stereo unspecified)	3.2%	nt
Cc1ccc(S(=O)(=O)N2CCC(=O)N(C(COCc3cccc(C(F)(F)F)c3)C(C)C)CC2)cc1 (stereo unspecified)	2.3%	nt
O=C(C(NS(=O)(=O)c1cccs1)c1ccccc1)N1CCN(c2ccccc2)CC1 (stereo unspecified)	6.6%	-7
C=CCSC(=C(C#N)C#N)c1cc2c([nH]1)CCCC2	-4.2%	-15
CCOc1cc(CNC(C)C)c(Cl)cc1OCC(=O)NCCc1ccccc1	-3.7%	nt
CCOC(=O)CC1(C)OCC(C[N+]2(C)CCCCC2)O1 (stereo unspecified)	2.2%	-2
COC(=O)[C@@]1(Cc2ccc(OC)cc2)[C@H]2c3cc(C(=O)N4CCCC4)n(CCO)c3C[C@H]2CN1C(=O)c1ccccc1	0.5%	nt
COC(=O)C1C(=O)C2=C(CC1C)NC(C)=C(C(=O)OCCOc1ccccc1)C2c1ccc(C)o1 (stereo unspecified)	2.3%	nt
COc1ccc(C(=O)NCC(=O)N=Nc2c(O)n(C)c3ccccc23)cc1OC	3.5%	10
COC(=O)C1=C(CN2CCSCC2)NC(=O)NC1c1cc(C)ccc1C (stereo unspecified)	0.7%	0
Cc1cc(C(F)(F)F)c2c(=O)[nH]c(=O)n(Cc3ccccc3)c2n1	5.3%	nt
CCOC(=O)Nc1nnc(-c2ccc(OC)c(OC)c2)s1	-2.1%	0
CC(C)(C)c1ccc(C(=O)NC(=S)Nn2cnnc2)cc1	2.6%	0
O=C(O)C(Cc1ccccc1)n1cccc1 (stereo unspecified)	-1.8%	8
O=S(=O)(NCc1ccccc1Cl)c1cnc[nH]1	6.8%	-10
Cc1ccc(S(=O)(=O)Nc2ccc3[nH]c(=O)[nH]c3c2)c(C)c1	-1.8%	-12
O=C(Nc1ccc(F)cc1)N1CCN(c2ncccn2)CC1	-8.0%	-8
COc1ccc(NS(=O)(=O)c2ccc(N3CCCC3)c(NC(=S)Nc3cccc(C)c3C)c2)cc1	4.2%	3
COc1ccccc1NC(=O)c1cccs1	7.4%	nt
CNS(=O)(=O)c1ccc(Cl)nc1	1.9%	-6
CC(C)(C)C(=O)NCCN1CCN(C(=O)C(C)(C)C)CC1	-2.7%	nt
C/C(=N/NC(=O)CNC(=O)CCc1ccccc1)c1ccc(Cl)c(Cl)c1	2.7%	9
CC(C)n1c(NCc2cc(Cl)ccc2O)nc2ccccc21	0.3%	1
C=CCn1c(O)c(C(CC)=NCCN2CCN(C(=S)NC)CC2)c(=O)[nH]c1=O	3.0%	-9
O=c1c(C(c2ccccc2)c2c(O)nc3n(c2=O)CCS3)c(O)nc2n1CCS2	3.9%	nt
Cc1ccc(-n2c(SCC(=O)N3CCOCC3)nnc2-c2ccncc2)cc1	4.3%	nt
Cc1cc(OCC(=O)Nc2ccc3c(c2)OCCO3)ccc1Cl	0.7%	12
O=C(O)CCCCCNc1nc(=S)[nH]c2ccccc12	3.9%	6
N#C/C(=C/c1ccc2c(c1)OCO2)C(=O)NCCc1c[nH]c2ccccc12	9.7%	nt
COc1ccc(-c2nnc(-c3cc4ccccc4oc3=O)o2)cc1	-7.5%	nt
Cc1cc2c(=O)n(CC(=O)N3CCN(c4ccccc4)CC3)cnc2s1	-0.6%	11
Oc1ccc(Br)cc1/C=N/Nc1ncc(-c2ccccc2)cn1	-2.0%	-14
Cc1[nH]nc(Nc2ccc(O)cc2)c1[N+](=O)[O-]	-1.7%	-16
NNC(=S)Nc1cc(S(=O)(=O)N2CCOCC2)ccc1N1CCOCC1	2.6%	3
CCOC(=O)N1CCC(N2CC34C=CC(O3)C(C(=O)Nc3ccc(C)cc3)C4C2=O)CC1 (stereo unspecified)	-1.1%	18
CCN(CC)P(=O)(Nc1ccc([N+](=O)[O-])cc1)c1c(C)nn(CCC#N)c1NC(=O)c1ccc(Cl)cc1Cl (stereo unspecified)	-1.7%	8
NC(=S)N/N=C/c1c(O)c(Br)cc2oc3c(c12)CCCC3	2.2%	-9
O=C(Nc1nc(-c2ccccc2)cs1)Nc1ccc(F)cc1F	-1.5%	7
O=C(NCC1OCCCN1S(=O)(=O)c1cc(F)ccc1F)C(=O)NC1CCCCCC1 (stereo unspecified)	-3.1%	nt
COC(=O)CNC(c1ccccc1)c1cc(Br)ccc1NC(=O)CNC(=O)OCc1ccccc1 (stereo unspecified)	1.8%	nt
COc1ccc(CN(C(=O)c2ccco2)c2ccc(C)c(C)c2)cc1	-1.3%	9
CC(=O)c1ccc(N2CCN(S(=O)(=O)c3cccc4nsnc34)CC2)cc1	-2.6%	nt
O=C(COC(=O)CCC(=O)c1ccc(F)cc1)Nc1ccc(N2CCOCC2)cc1	2.3%	nt
Cn1nccc1NC(=O)CC1(CC(=O)O)CCCCC1	-4.6%	nt
CC1(C)CC(NCCN2CCN(C3=CC(=C(C#N)C#N)CC(C)(C)C3)CC2)=CC(=C(C#N)C#N)C1	0.6%	8
CN1C(=O)CS(=O)c2ccc(C(=O)NC3CC3)cc21 (stereo unspecified)	-1.3%	6
CN(C(=O)COC(=O)c1cc(-c2ccccc2Cl)nc2ccccc12)C1CCS(=O)(=O)C1 (stereo unspecified)	-4.1%	-7
Cc1ccc(S(=O)(=O)Nc2ccccc2-c2ccccc2NS(=O)(=O)c2ccc(C)cc2)cc1	9.1%	nt
O=C(c1ccccc1C(=O)N(c1ccccc1)c1ccccc1)N1CCCCC1	-8.4%	9
COc1ccc(N2C(=O)C3CCCN3C2c2cccc(OC)c2OC)cc1 (stereo unspecified)	3.6%	nt
CC(=O)Nc1ccc(N(C(=O)CNC(=O)c2cccs2)C(C(=O)NC(C)(C)C)c2ccccc2)cc1 (stereo unspecified)	-5.3%	1
Cc1ccc(-n2ncc3c(=O)n(Cc4cccnc4)cnc32)cc1	2.1%	nt
O=S(=O)(c1cc(Br)c(Cl)s1)N1CCCC1	-1.1%	-8
O=C(c1cc([N+](=O)[O-])ccc1Cl)N1CCN(c2ccccn2)CC1	1.3%	nt
O=C(CS(=O)(=O)c1cn(Cc2ccc(Cl)cc2)c2ccccc12)N1CCCCC1	-2.6%	-1
Cc1[nH]n(-c2ccccc2)c(=O)c1N=Nc1ccccc1C(=O)N1CCOCC1	7.4%	-7
O=C(NN=C1CCCC1)c1n[nH]c2c1CCCC2	-5.8%	-4
COC(=O)c1ccc(C(=O)OC)nc1	-2.6%	6
Cc1ccc(NC(=O)CCc2ccc(S(=O)(=O)NC3CCCCC3)cc2)cc1	-6.7%	nt
Next section
SMILES	M. tuberculosis GlmU	RmlCD inh 1536
CCc1ccccc1N(C1=NCCCS1)S(=O)(=O)c1ccc(C(C)(C)C)cc1	2.0%	-4
COc1cccc(NC(=O)CSc2nnc3cc(C)nc(N)n23)c1	-8.1%	11
COC(=O)c1ccccc1NC(=O)COc1ccc(S(=O)(=O)N2CCCC2)cc1C	1.4%	6
CCCCC/C(=N\O)c1c[nH]c2ccccc12	4.7%	nt
COc1cccc(Nc2ncccc2C(=O)NCc2ccccc2)c1	3.0%	nt
CCOc1ccccc1OCCOCCOc1ccccc1[N+](=O)[O-]	-1.1%	-11
COc1cc(CNC2CCCC2)cc(Cl)c1OCc1ccccc1F	-14%	nt
CCCCn1c(=N)n(CC(=O)C(C)(C)C)c2ccccc21	1.6%	-8
CN1CCN(C(=O)c2cc(S(=O)(=O)Nc3ccccc3F)c(Cl)cc2Cl)CC1	-3.6%	nt
Cc1ccc2cc(C#N)c(SCC(=O)N3CCCc4ccccc43)nc2c1	2.0%	-6
CCN(CC)CCn1c(NCc2ccc3c(c2)OCO3)nc2ccccc21	-2.6%	nt
O=C(CCc1ccccc1)NNC(=O)c1ccccc1C(=O)O	1.1%	5
N/C(Cc1ccccc1Sc1ccccc1)=N\O	6.5%	-5
N#Cc1ccc(CSc2nnc(-c3ccccn3)n2-c2ccc(Cl)cc2)cc1	-1.5%	7
CN(CC(=O)NC(=O)NC(C)(C)C)CC(=O)Nc1ccccc1Cl	-0.4%	-6
Cc1nc(SCCOc2ccc(F)cc2)c2ccccc2n1	1.7%	-3
CC(C)n1c(=O)c(C=Nc2cccc([N+](=O)[O-])c2)c(O)n(CCc2ccccc2)c1=O	-4.1%	nt
Cc1nc2c(C)cccc2c2c1COC2	3.3%	37
CCC(=O)c1cn(CC(=O)NCC2CCCO2)c2ccccc12 (stereo unspecified)	1.0%	nt
CCOc1ccccc1NC(=O)C1CCN(S(=O)(=O)c2c(C)nn(C)c2C)CC1	7.8%	nt
CCOC(=O)c1cnc(-c2ccccc2)nc1-c1ccccc1	3.3%	-6
O=C(C1CCC1)N1CCc2cc(S(=O)(=O)N3CCN(c4ccccn4)CC3)ccc21	-4.6%	-3
N#Cc1cc(-c2ccccc2)cnc1Sc1ccc(Cl)cc1	1.3%	10
O=C(NCCc1ccccc1)c1ccccc1NC(=O)C1CC=CCC1C(=O)O (stereo unspecified)	0.5%	18
COc1ccc2[nH]c(=O)c(CN(Cc3ccco3)C(=O)c3ccccc3)cc2c1	4.2%	90
COC(=O)c1ccc(COC(=O)c2ccccc2OC)cc1	3.4%	-2
O=S(=O)(Nc1cccc(-c2nnco2)c1)c1ccc(Cl)cc1	-2.9%	nt
Cc1cc(C)n2c(SCC(=O)Nc3ccc(Cl)cn3)nnc2n1	0.7%	8
CCn1nc(C)c(Oc2ccccc2O)c1C	2.2%	0
Nc1nc(SCC(=O)Nc2ccccc2Oc2ccccc2)n[nH]1	-0.2%	nt
CCOc1ccc(OCC)c(NC(=O)C2CCCN(S(=O)(=O)c3c(C)noc3C)C2)c1 (stereo unspecified)	-6.3%	-7
O=C(O)COc1ccccc1/C=C1\SC(=Nc2ccc(F)cc2)N(c2ccc(F)cc2)C1=O	3.9%	nt
O=[N+]([O-])c1ccc(N/N=C2/CCCCC2c2ccccn2)c([N+](=O)[O-])c1 (stereo unspecified)	-0.5%	-15
Cc1c(C(=O)NC(C)c2ccccc2)c(-c2ccccc2)nn1-c1ccccc1 (stereo unspecified)	0.2%	nt
C=CCn1c(CSCc2ccccc2)nnc1SCC(=O)NCc1ccccc1	0.1%	7
N=c1c(S(=O)(=O)c2ccccc2)cc2c(=O)n3ccccc3nc2n1Cc1ccco1	0.1%	7
COc1ccc(C(=O)N/N=C/c2cc3ccccc3[nH]c2=O)cc1	-1.3%	14
CCCCN(C(=O)CNC(=O)c1cccs1)C(C(=O)NC1CCCCC1)c1cccnc1 (stereo unspecified)	1.1%	-11
O=C(C(c1ccccc1)c1ccccc1)N1CCN(Cc2ccccn2)CC1	6.7%	nt
COc1ccccc1N1CCN(c2cc(=O)n(Cc3ccc(F)cc3)c(=O)[nH]2)CC1	-3.6%	-2
Cc1ccc(CNC(=O)C(CCC(N)=O)NC(=O)OCc2ccccc2)cc1 (stereo unspecified)	3.4%	8
Cc1cccnc1NC(=O)Cn1nc(-c2ccccc2)oc1=S	-3.0%	-7
C/C(CC(=O)NCc1ccco1)=N\NC(=O)COc1ccc(C)cc1	-2.7%	-2
O=C(Nc1ccccc1[N+](=O)[O-])C1C(c2ccccc2)=C1c1ccccc1	-0.7%	100
Cc1[nH]n(-c2ccccc2)c(=O)c1/C=N/N1C(=O)c2cccc3cccc(c23)C1=O	1.8%	-9
O=C(NCCOC(=O)c1ccc(S(=O)(=O)N2CCOCC2)cc1)c1cccnc1	0.4%	-2
CCCCN(C)S(=O)(=O)c1ccc(C(=O)N=c2sc3cc(NC(C)=O)ccc3n2C)cc1	-11%	nt
NC(CC(=O)NC(c1ccccc1)(c1ccccc1)c1ccccc1)C(=O)O (stereo unspecified)	-2.7%	nt
Cc1cc(-c2nn(-c3ccccc3)cc2/C=C2\SC(N)=NC2=O)ccc1OC(C)C	4.7%	nt
COc1ccccc1NS(=O)(=O)c1cccc(C(=O)N/N=C/c2ccc(N3CCOCC3)cc2)c1	-8.9%	0
COC(=O)c1ccc(Cl)c(NC(=O)CN2CCN(Cc3ccccc3)CC2)c1	0.5%	nt

Another view of some results above.
Structure | M. tuberculosis GlmU | RmlCD inh 1536
C=CCn1c(CSCc2ccccc2)nnc1SCC(=O)NCc1ccccc1 | 0.1% | 7
N=c1c(S(=O)(=O)c2ccccc2)cc2c(=O)n3ccccc3nc2n1Cc1ccco1 | 0.1% | 7
COc1ccc(C(=O)N/N=C/c2cc3ccccc3[nH]c2=O)cc1 | -1.3% | 14
CCCCN(C(=O)CNC(=O)c1cccs1)C(C(=O)NC1CCCCC1)c1cccnc1 (stereo unspecified) | 1.1% | -11
O=C(C(c1ccccc1)c1ccccc1)N1CCN(Cc2ccccn2)CC1 | 6.7% | nt
COc1ccccc1N1CCN(c2cc(=O)n(Cc3ccc(F)cc3)c(=O)[nH]2)CC1 | -3.6% | -2
Cc1ccc(CNC(=O)C(CCC(N)=O)NC(=O)OCc2ccccc2)cc1 (stereo unspecified) | 3.4% | 8
Cc1cccnc1NC(=O)Cn1nc(-c2ccccc2)oc1=S | -3.0% | -7
C/C(CC(=O)NCc1ccco1)=N\NC(=O)COc1ccc(C)cc1 | -2.7% | -2
O=C(Nc1ccccc1[N+](=O)[O-])C1C(c2ccccc2)=C1c1ccccc1 | -0.7% | 100
Cc1[nH]n(-c2ccccc2)c(=O)c1/C=N/N1C(=O)c2cccc3cccc(c23)C1=O | 1.8% | -9
O=C(NCCOC(=O)c1ccc(S(=O)(=O)N2CCOCC2)cc1)c1cccnc1 | 0.4% | -2
CCCCN(C)S(=O)(=O)c1ccc(C(=O)N=c2sc3cc(NC(C)=O)ccc3n2C)cc1 | -11% | nt
NC(CC(=O)NC(c1ccccc1)(c1ccccc1)c1ccccc1)C(=O)O (stereo unspecified) | -2.7% | nt
Cc1cc(-c2nn(-c3ccccc3)cc2/C=C2\SC(N)=NC2=O)ccc1OC(C)C | 4.7% | nt
COc1ccccc1NS(=O)(=O)c1cccc(C(=O)N/N=C/c2ccc(N3CCOCC3)cc2)c1 | -8.9% | 0
